PERK inhibitor = block of dimerizer-induced PERK translation repression, primary screen, PERK inhibitor project, CHO PERK-DD cells, SEAP luminescence, HTS; Eukaryotic translation initiation factor 2-alpha kinase 3 (Homo sapiens), Q9NZJ5; CHO PERK-DD fusion, SEAP luminescence translation reporter; inhibition, % at 5.6 µM; actives 0.17% (n = 220,000);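 active = inhibition above the mean inhibition of all tested compounds plus 3 SD, set separately per screening campaign, cut at about 2.9% in these data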;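 also: PERK kinase domain activated by AP20187 dimerizer at 100 nM; 0% = DMSO with dimerizer and 100% = rapamycin at 8.4 µM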
Target sequence (Q9NZJ5 whole entry, looked up, the tested form may be a part): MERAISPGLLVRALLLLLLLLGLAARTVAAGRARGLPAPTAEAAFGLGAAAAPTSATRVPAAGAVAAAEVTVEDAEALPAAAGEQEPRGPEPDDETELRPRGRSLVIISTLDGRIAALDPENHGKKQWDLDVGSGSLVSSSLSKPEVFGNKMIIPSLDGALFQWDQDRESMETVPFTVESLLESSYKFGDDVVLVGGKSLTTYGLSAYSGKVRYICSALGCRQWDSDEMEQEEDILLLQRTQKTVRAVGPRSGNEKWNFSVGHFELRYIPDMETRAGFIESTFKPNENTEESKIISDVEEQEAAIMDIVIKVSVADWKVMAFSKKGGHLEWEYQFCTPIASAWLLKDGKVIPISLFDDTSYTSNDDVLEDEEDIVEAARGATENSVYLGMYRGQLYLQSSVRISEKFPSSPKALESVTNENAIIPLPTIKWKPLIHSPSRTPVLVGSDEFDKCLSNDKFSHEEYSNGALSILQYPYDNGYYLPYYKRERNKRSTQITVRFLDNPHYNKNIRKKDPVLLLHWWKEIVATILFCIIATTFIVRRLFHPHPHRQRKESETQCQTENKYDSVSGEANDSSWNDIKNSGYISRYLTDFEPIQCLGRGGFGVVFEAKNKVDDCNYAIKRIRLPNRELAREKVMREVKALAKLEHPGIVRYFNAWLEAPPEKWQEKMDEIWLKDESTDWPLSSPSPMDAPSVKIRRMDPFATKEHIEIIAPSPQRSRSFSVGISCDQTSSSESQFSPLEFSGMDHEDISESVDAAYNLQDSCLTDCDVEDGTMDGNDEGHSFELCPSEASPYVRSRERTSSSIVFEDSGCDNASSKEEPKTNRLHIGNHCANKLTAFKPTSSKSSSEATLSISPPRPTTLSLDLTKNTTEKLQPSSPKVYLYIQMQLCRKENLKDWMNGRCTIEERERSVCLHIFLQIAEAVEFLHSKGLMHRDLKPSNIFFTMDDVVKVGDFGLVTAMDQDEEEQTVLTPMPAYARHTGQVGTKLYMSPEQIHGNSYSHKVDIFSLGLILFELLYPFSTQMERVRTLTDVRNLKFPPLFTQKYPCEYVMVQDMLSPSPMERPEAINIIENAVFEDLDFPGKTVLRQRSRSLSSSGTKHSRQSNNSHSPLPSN
BaF3 parental = parental Ba/F3 cell viability inhibition, counter-screen for JAK2V617F inhibitor project, murine pro-B, CellTiter-Glo luminescence; actives 1.1% (n = 220,000); inhibition, % at 5.6 µM; CellTiter-Glo ATP luminescence;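 active = inhibition above a per-campaign cutoff, the mean inhibition of all tested compounds plus 3 SD, cut at about 27% in these data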;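 also: 0% = DMSO wells and 100% = JAK Inhibitor I control wells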
TRPML3 ag = human TRPML3 channel agonists, primary screen, cell-based, HEK293 TRPML3-YFP, Fluo-8 calcium fluorescence, 3 µM; Mucolipin-3 (Homo sapiens), Q8TDD5; 100% = the carbachol control signal; activation, % at 3 µM; actives 0.29% (n = 220,000); AID 1448, 2008;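 active = activation above its plate's cutoff, the mean activation of the plate's test wells plus 3 SD, cut at about 12% in these data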;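 also: 0% = DMSO only wells and 100% = carbachol wells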
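Test system: TRPML3-YFP stable HEK293 cells. Doses: single point at 3 µM. Incubation: dye loading 1 h 37 °C then 30 min ambient, 125 s read. Signal: Fluo-8 calcium dye fluorescence, ex 470-495, em 515-575 nm. Measure: percent activation from peak-to-basal fluorescence ratio, scaled between DMSO and carbachol.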
Calpain2 inh = inhibitors of pig calpain II, primary screen, biochemical, fluorogenic peptide substrate, 1536-well; actives 0.37% (n = 220,000); inhibition, % at 16 µM; AID 1236, 2008; purified calpain II, 30 min;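 active = inhibition above about 50%, limit read from the data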
Ba/F3 V617F tox = reduced viability of JAK2V617F-dependent Ba/F3 cells, primary screen, JAK2V617F inhibitor project, cell-based, Ba/F3 EpoR-JAK2V617F, luminescence; ATP luminescence; inhibition, % at 5.6 µM; actives 1.1% (n = 220,000); AID 1446, 2008;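 active = inhibition above the campaign mean plus 3 SD over all tested compounds, cut at about 24% in these data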;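 also: cytokine-independent growth of Ba/F3 cells driven by EpoR plus mutant JAK2; 0% = DMSO-treated cells and 100% = JAK inhibitor I control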
S1P4 agonist = S1P4 receptor agonists, primary screen, cell-based. AID 1509, 2009. S1P4-expressing cell line, agonist reporter assay. actives 0.35% (n = 220,000). activation, % at 4.98 µM. Sphingosine 1-phosphate receptor 4 (Homo sapiens), O95977; in the data active = activation above about 11%;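 also: 0% = DMSO vehicle and 100% = reference agonist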
TRPN1 ag = zebrafish TRPN1 channel agonists, primary screen, cell-based, HEK293, calcium fluorescence | HEK293 zebrafish TRPN1-YFP, Fluo-8 calcium fluorescence; 100% = response to 87 µM carbachol | transient receptor potential cation channel N1 (TRPN1/NompC), Danio rerio | actives 0.18% (n = 220,000) | activation, % at 3 µM;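 active = activation above its plate's cutoff, the mean activation of test wells on that plate plus 3 SD, cut at about 19% in these data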;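 also: 0% = DMSO alone and 100% = 87 µM carbachol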
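Control set: carbachol 87 µM as high control, DMSO as low control; system: HEK293 stable line with zebrafish TRPN1-YFP; read-out: % activation versus carbachol response; detection: intracellular calcium fluorescence with Fluo-8; doses: single test compound dose, 3 µM nominal, 0.3% DMSO; schedule: dye 1 h 37 °C plus 30 min RT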
EP2 modulator = EP2 receptor modulators, cAMP readout, primary screen, cell-based, HTRF cAMP, PGE2 stimulation; AID 940, 2007; actives 0.83% (n = 260,000); EP2-expressing cells, cAMP HTRF FRET, PGE2 co-stimulation; Prostaglandin E2 receptor EP2 subtype (Homo sapiens), P43116; induction, % at 25 µM;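 active = compounds whose cAMP rise, as percent of the full-agonist control response, exceeds 60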;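 also: rat C6 glioma line stably carrying human EP2 under a CMV promoter; the protocol text gives 20 µM as final concentration; 100% = response of wells given 1 µM PGE2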
S1P4 antag = S1P4 receptor antagonists, primary screen, cell-based; S1P4-expressing cells, antagonist mode, reporter read-out; inhibition, % at 4.98 µM; actives 0.26% (n = 220,000); AID 1510, 2009; in the data active = inhibition above about 29%;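 also: 0% = wells stimulated with agonist and 100% = vehicle wells without agonist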
An asterisk follows results filed as active; . = not tested or not shown; & = joins results of further samples. This is a random part of the collection; about 3.6% have a hit in one of these screens.

SMILES	PERK inhibitor	BaF3 parental	TRPML3 ag	Calpain2 inh	Ba/F3 V617F tox	S1P4 agonist	TRPN1 ag	EP2 modulator	S1P4 antag
Nc1ccc2c(c1)OC1(CCCCC1)O2	0.0	6	0.6	16	1	0.7	1.5	-24	-18
COc1ccc(-c2cc(C(=O)N3CCN(C(c4ccccc4)c4ccccc4)CC3)no2)cc1	0.8	3	0.4	.	-2	0.1	0.3	.	4
Fc1ccc(CNC(=S)NC2CCCCCC2)cc1	0.7	3	-0.5	13	-2	-1.1	2.2	-43	-11
N=C1C(c2nc3ccccc3[nH]2)=C(O)CN1C1CCCCC1	-1.0	-1	-0.1	0	4	-1.1	0.3	-58	9
CCCCNC(=S)N(C)/N=C/c1sc(N2CCCCC2)nc1-c1cccs1	-1.2	5	0.0	14	3	1.2	0.9	28	-10
O=C(NCCNC(=O)c1cc(OCC(F)(F)F)ccc1OCC(F)(F)F)Nc1cccc(C(F)(F)F)c1	-1.0	5	1.0	25	-1	-1.7	0.8	-15	-5
CCN(CC)CP(=O)(c1ccccc1)c1ccccc1	1.5	9	0.6	2	2	0.0	1.4	6	14
CCCOc1ccc(-c2csc(NC(=O)CN3C(=O)CCC3=O)n2)cc1	0.3	6	-0.4	5	-3	-1.4	-0.7	1	-2
CCOc1cccc(C(=O)Nc2nc(-c3ccc(S(=O)(=O)N4CCOCC4)cc3)cs2)c1	-1.5	3	0.7	-70	0	1.6	0.8	-5	-30
Cc1cccc(C)c1NC(=O)C(c1cccc([N+](=O)[O-])c1)N(C)C(=O)c1ccccn1 (configuration not stated)	-0.1	9	0.5	-16	0	-0.8	-1.7	11	-13
O=C(CP(=O)(c1ccccc1)c1ccccc1)Nc1nc2ccc(Cl)cc2s1	-2.4	2	0.3	-13	0	0.1	0.8	58	-7
O=C(CCN1CCCCCC1)Nc1cccc(Cl)c1	-0.4	4	0.8	20	1	0.3	0.1	-13	11
COc1cccc(Cn2cnc3c(NS(=O)(=O)c4cccc(Cl)c4Cl)c(C)c(C)cc32)c1	-0.8	11	0.5	-94	1	-4.5	-0.6	39	-15
COC(=O)C(Cc1ccccc1)P(=O)(c1ccccc1)c1ccccc1 (configuration not stated)	0.2	2	-0.8	-3	-4	1.5	-1.6	8	-5
COCCN1C(=O)Cc2c1nc(N)c1c(N)nc(N3CCN(c4ccc(F)cc4)CC3)c(C#N)c21	1.2	6	0.8	-295	1	1.6	0.2	-33	-24
Cc1cccc(OCC(O)Cn2c(=N)n(Cc3ccccc3)c3ccccc32)c1 (configuration not stated)	-0.4	6	-1.2	0	26*	-0.4	-0.7	-33	27
Cc1cc(NS(=O)(=O)c2ccc(NS(=O)(=O)c3ccc(CC(C)C)cc3)cc2)nc(C)n1	1.2	1	1.2	-6	-4	-0.4	2.1	14	5
O=C(COc1ccc(C(=S)N2CCC(Cc3ccccc3)CC2)cc1)N1CCOCC1	0.0	2	1.7	-24	-1	1.9	0.2	1	-21
Cc1ccc(O)c(NC(=O)CSc2ccc(Cl)cc2)c1	-0.1	23	0.0	17	43*	-1.5	-2.0	-44	18
O=C(C1CC(c2ccccc2O)=NO1)N1CCc2ccccc2C1 (configuration not stated)	-0.2	5	0.2	9	-4	-3.4	-1.2	-41&-35	-5

Structural class, the compounds so far containing fluorine
SMILES	PERK inhibitor	BaF3 parental	TRPML3 ag	Calpain2 inh	Ba/F3 V617F tox	S1P4 agonist	TRPN1 ag	EP2 modulator	S1P4 antag
Fc1ccc(CNC(=S)NC2CCCCCC2)cc1	0.7	3	-0.5	13	-2	-1.1	2.2	-43	-11
O=C(NCCNC(=O)c1cc(OCC(F)(F)F)ccc1OCC(F)(F)F)Nc1cccc(C(F)(F)F)c1	-1.0	5	1.0	25	-1	-1.7	0.8	-15	-5
COCCN1C(=O)Cc2c1nc(N)c1c(N)nc(N3CCN(c4ccc(F)cc4)CC3)c(C#N)c21	1.2	6	0.8	-295	1	1.6	0.2	-33	-24

Ordered by the number under PERK inhibitor (high to low): seven from the list above
compound	PERK inhibitor
COc1ccc(-c2cc(C(=O)N3CCN(C(c4ccccc4)c4ccccc4)CC3)no2)cc1	0.8
Fc1ccc(CNC(=S)NC2CCCCCC2)cc1	0.7
COC(=O)C(Cc1ccccc1)P(=O)(c1ccccc1)c1ccccc1 (configuration not stated)	0.2
Cc1cccc(C)c1NC(=O)C(c1cccc([N+](=O)[O-])c1)N(C)C(=O)c1ccccn1 (configuration not stated)	-0.1
O=C(C1CC(c2ccccc2O)=NO1)N1CCc2ccccc2C1 (configuration not stated)	-0.2
O=C(CCN1CCCCCC1)Nc1cccc(Cl)c1	-0.4
CCCCNC(=S)N(C)/N=C/c1sc(N2CCCCC2)nc1-c1cccs1	-1.2

(list continues)
SMILES	PERK inhibitor	BaF3 parental	TRPML3 ag	Calpain2 inh	Ba/F3 V617F tox	S1P4 agonist	TRPN1 ag	EP2 modulator	S1P4 antag
NC(=O)COC(=O)c1ccc(Cl)c(S(=O)(=O)N2CCCCCC2)c1	0.1	7	1.6	-11	2	-0.3	1.1	-28	-10
O=C(N=Nc1c(O)[nH]c2ccccc12)c1cc(-c2cccs2)[nH]n1	0.6	4	0.1	-28	-5	-0.1	0.0	-24	-3
COc1cccc(CNS(=O)(=O)c2cn(C)cn2)c1	-1.3	1	-0.4	4	0	1.4	-0.1	-9	-21
Cc1c(Br)c([N+](=O)[O-])nn1CC(=O)Nc1c(C)n(C)n(-c2ccccc2)c1=O	0.9	7	0.1	13	1	-0.4	-0.3	9	-24
O=C(NCc1ccccc1Cl)NCc1ccccc1Cl	0.9	0	-0.7	7	2	0.2	-0.1	-5	3
Cc1ccccc1-c1nc(S(=O)(=O)c2ccc(Br)cc2)c(NCc2cccnc2)o1	-1.3	4	0.8	-43	2	0.9	-1.2	32	-6
CCN(CC)S(=O)(=O)c1ccc(C)c(NC(=S)N2CCN(C/C=C/c3ccccc3)CC2)c1	-0.4	7	2.0	-24	-1	1.9	3.3	-56	-36
COC(=O)/C=C/C(=O)Nc1cccnc1	-0.4	0	0.1	-22	-4	0.8	-1.1	-13	-4
Cc1ccc(N=C2S/C(=C\c3cn(CC(=O)O)c4ccccc34)C(=O)N2C)cc1	1.7	2	0.2	-2	0	0.7	1.1	-77	7
C#Cc1ccc([C@H]2C=C(C(=O)N3CCOCC3)O[C@@H](OCc3ccc(CO)cc3)C2)cc1	1.7	2	0.6	11	-5	-0.2	1.0	-3	4
COc1ccc(N(CC(=O)Nc2ccc(S(=O)(=O)N3CCCCC3)cc2)S(C)(=O)=O)cc1OC	0.5	2	1.1	10	-2	-2.7	0.1	-19	-7
COc1ccccc1N1CCN(C(=O)c2ccc(CSc3ccccc3)cc2)CC1	-1.5	6	-0.4	47	6	-2.2	-0.3	-4	-2
Cc1ccc(S(=O)(=O)N2CC(O)C[C@H]2C(=O)OCC(=O)c2ccccc2)cc1 (some centres not stated)	0.2	6	-0.1	26	4	0.8	1.2	22	6
CCN1C(=O)/C(=c2\o/c(=C3\C=Cc4ccccc4N3CC)c(=O)n2CC)SC1=S	1.6	5	0.5	20	-3	0.6	0.8	41	9
Cc1c(C(=O)Nc2c(C)n(C)n(-c3ccccc3)c2=O)oc2ccccc12	0.8	4	0.4	-14	-1	-1.7	0.5	-9	9
COc1ccc(-n2c(COc3cccc4ccccc34)nnc2SCC#N)cc1	-1.8	6	-0.7	-11	5	4.0	-1.0	7&53	-12
O=C1CSCC(=O)N1c1ncc(C(F)(F)F)cc1Cl	0.8	-3	1.0	-8	-3	0.6	1.4	7	0
Cc1ccc(CNC(=O)c2ccc3c(=O)n(CC4CCCO4)c(=S)[nH]c3c2)cc1 (configuration not stated)	-0.5	5	0.9	81*	0	1.6	-0.3	-39	8
Cc1ccc(-c2c3c(=O)n(C)c(=O)n(C)c3cn2-n2cnnc2)cc1	-0.7	0	0.7	18	6	-3.2	1.6	-9	3
CC(C)OC(=O)COc1cc(O)c2c(=O)cc(-c3ccccc3)oc2c1	0.5	-3	0.5	-25	0	0.6	0.8	-46	6
COc1ccc(C2CC(=O)Nc3cc(C)c(C)cc32)c(OC)c1OC (configuration not stated)	-2.0	4	-0.4	20	0	0.9	-1.3	-23	-18
O=C(/C=C/c1cccc(Br)c1)N1CCN(c2ccccn2)CC1	0.3	4	0.0	-2	-2	1.3	0.4	-24	9
O=C(Cc1ccccc1)NCc1n[nH]c(=S)n1-c1ccccc1	1.1	3	0.0	-17	-2	0.2	1.5	30	-6
CCC1C(C#N)=C(SCC(N)=O)NC2=C1C(=O)CC(C)(C)C2 (configuration not stated)	0.5	2	0.3	-80	0	0.5	-0.2	9	9
Cc1ccc(C(=O)N/C(=C\c2ccccc2F)c2nc(=S)[nH][nH]2)cc1	-0.4	-1	0.0	-55	-2	-0.3	-1.6	15	-6
O=S(=O)(c1ccc(S(=O)(=O)N2CCCC3(CCCCC3)C2)cc1)N1CCCCC1	0.9	7	0.7	-23	1	-1.3	-0.4	4	-9
CCOC(=O)c1cc(-c2ccccc2)n(CCC(=O)N2CCN(c3ccccc3OC)CC2)c1C	-0.8	4	-1.1	-10	-3	-0.6	-1.9	16	7
COc1cc(OC)cc(C(C)=O)c1	-0.1	6	0.7	29	5	-3.5	1.0	-19	17
CC(=O)Nc1sc(N/N=C/c2ccccc2)nc1-c1ccc(C)cc1	-0.3	-2	-0.1	-17	-5	-0.4	0.1	2	23
CC(C)OC(=O)c1ccc(COC(=O)c2cccc(-c3nnc(-c4ccccc4)o3)c2)cc1	0.2	6	1.6	-9	-1	5.6	0.0	14	-25
CC(C)(C)c1ccc(/C=N/OCC(=O)NCc2ccc(F)cc2)cc1	1.3	2	-0.3	10	-4	0.8	5.1	36	-20
COc1ccc(CNC(=O)CSc2nnc3c(Cl)cc(C(F)(F)F)cn23)cc1OC	0.4	2	-0.2	-32	-2	0.8	0.1	10	-5
CCOC(=O)c1ccc(NC(=O)NS(=O)(=O)c2ccc(C)cc2)cc1	0.6	1	1.2	35	1	0.0	1.1	22	-7
CCC(CC)c1nnc(NC(=O)c2ccc(S(=O)(=O)N3CCc4ccccc4C3)cc2)s1	1.1	1	-0.6	-6	-5	2.3	-0.9	-17	1
